ATG4B inh – ATG4B protease inhibitors, primary screen, biochemical, fluorescence, uHTS; Cysteine protease ATG4B (Homo sapiens), Q9Y4P1; ATG4B cleavage of LC3-PLA2, NBD-HPC fluorescence, 1 h; inhibition, % at 8.33 µM; hit rate 0.51% among 340,000; in the data active means inhibition above about 40%
Target sequence (Q9Y4P1 whole entry, looked up): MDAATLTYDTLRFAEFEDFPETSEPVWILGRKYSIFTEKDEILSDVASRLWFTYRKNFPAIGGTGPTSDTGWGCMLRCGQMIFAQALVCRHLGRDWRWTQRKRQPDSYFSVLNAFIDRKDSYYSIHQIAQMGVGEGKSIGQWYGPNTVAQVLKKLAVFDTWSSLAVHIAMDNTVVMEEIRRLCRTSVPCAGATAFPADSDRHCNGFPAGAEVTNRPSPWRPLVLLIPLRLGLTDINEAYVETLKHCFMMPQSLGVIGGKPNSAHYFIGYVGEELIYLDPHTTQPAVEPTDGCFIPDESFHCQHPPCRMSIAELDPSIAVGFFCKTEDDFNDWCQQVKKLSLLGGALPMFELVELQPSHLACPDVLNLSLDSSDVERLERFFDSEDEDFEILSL
mIAP inh – inhibitors of mouse IAP, primary screen, biochemical, luminescence, uHTS | intestinal alkaline phosphatase [Mus musculus] | purified mouse IAP, CDP-Star luminescence, 30 min | inhibition, % at 10 µM | hit rate 0.2% among 330,000;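 active means inhibition of at least 40% at 10 µM in the primary screen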;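 further: plate controls were DMSO with enzyme for no effect and no enzyme wells for full effect; values of inactives mirror those of a sister screen read the other way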
mIAP activ – activators of mouse IAP, primary screen, biochemical, luminescence, uHTS. hit rate 0.24% among 330,000. intestinal alkaline phosphatase [Mus musculus]. muIAP, CDP-Star luminescence, 30 min; hits give high values; 1 = vehicle-only enzyme signal, 0 = enzyme-free wells. AID 2805, 2010. activation factor at 10 µM;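 active means activation factor of at least 2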; further: the source names both 10 and 20 µM as test concentration; values of inactives mirror those of a sister screen read the other way
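Assay system: mouse IAP enzyme / Compound: DMSO-dissolved test compounds / Timing: 30 min, room temperature / Measured by: luminescence from enzymatic CDP-Star hydrolysis / Control set: DMSO-only wells, enzyme-free buffer wells as negative control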
hIAP activ – human IAP activators, primary screen, biochemical, luminescence, uHTS; purified human IAP, CDP-Star luminescence, 30 min; hits give high values; 1 = vehicle-only enzyme, 0 = enzyme-free background; activation factor at 10 µM; hit rate 0.16% among 330,000;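 active means activation factor of the enzyme at least 2-fold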; further: the source names both 10 and 20 µM as test concentration; values of inactives mirror those of a sister screen read the other way
Target sequence (P09923 whole entry, looked up): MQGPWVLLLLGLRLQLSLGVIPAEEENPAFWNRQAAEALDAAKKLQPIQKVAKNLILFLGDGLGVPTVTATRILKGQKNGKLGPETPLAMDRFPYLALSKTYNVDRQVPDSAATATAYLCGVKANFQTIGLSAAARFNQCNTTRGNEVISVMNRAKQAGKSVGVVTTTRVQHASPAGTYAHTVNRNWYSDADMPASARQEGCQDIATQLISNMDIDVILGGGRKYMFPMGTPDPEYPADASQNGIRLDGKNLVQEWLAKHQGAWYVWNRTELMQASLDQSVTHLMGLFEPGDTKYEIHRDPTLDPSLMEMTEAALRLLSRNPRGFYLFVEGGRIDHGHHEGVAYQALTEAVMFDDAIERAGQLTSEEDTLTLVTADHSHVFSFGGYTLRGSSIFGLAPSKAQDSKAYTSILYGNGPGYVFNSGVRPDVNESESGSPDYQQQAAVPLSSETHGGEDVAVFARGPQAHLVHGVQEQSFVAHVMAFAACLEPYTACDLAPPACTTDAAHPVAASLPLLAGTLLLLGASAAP
NLRP3 yeast inh – NALP3 inflammasome inhibitors in reconstituted yeast, primary screen, luminescence, uHTS | inhibition, % at 10 µM | hit rate 0.39% among 330,000 | AID 2825, 2010 | Yeast reconstituted NLRP3/ASC/caspase-1, beta-gal luminescence, 24 h;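 active means inhibition of 50% or more; inactive means inhibition below 50%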;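 further: plate controls were induced DMSO wells for no effect and uninduced yeast grown without galactose for full effect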
tim10-1 inh – growth inhibitors of tim10-1 mutant yeast, primary screen, luminescence, uHTS; S. cerevisiae tim10-1 ts strain growth, BacTiter-Glo, 24 h; inhibition, % at 20 µM; hit rate 2.2% among 330,000; AID 463190, 2010;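 active means inhibition of at least 40%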;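 further: mutant grown at 25 °C; 0% = DMSO wells with yeast and 100% = wells holding no yeast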
hIAP inh – human IAP inhibitors, primary screen, biochemical, luminescence, uHTS. inhibition, % at 10 µM. hit rate 0.12% among 330,000. purified IAP, CDP-Star luminescence, 30 min;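 active means inhibition reaching a set limit with compound at 10 µM in the primary screen, cut at about 35% in these data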;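 further: plate controls were DMSO wells with enzyme for no effect and no-enzyme buffer wells for full effect; values of inactives mirror those of a sister screen read the other way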
Apaf-1 inh – inhibitors of human Apaf-1 apoptosome, primary screen, biochemical, DEVD-Rh110 fluorescence, uHTS; Apoptotic protease-activating factor 1 (Homo sapiens), O14727; reconstituted apoptosome caspase-3 activity; inhibition, % at 20 µM; hit rate 0.71% among 330,000; active means inhibition of at least 40% at 20 µM;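 further: plate controls were DMSO wells for no effect and DEVD-CHO caspase inhibitor wells for full effect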
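Material: biochemical Apaf-1 apoptosome reconstitution. Medium: Hepes buffer, pH 7.5. Also added: cytochrome c activation, bis-DEVD rhodamine 110 substrate. Timing: 30 min compound preincubation, 50 min activation, room temperature. Measured by: rhodamine 110 fluorescence at Ex 480/Em 540 nm.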
TIM10 inh – growth inhibitors of isogenic TIM10 control yeast, primary screen, counter-screen for tim10-1 yeast inhibitor project, luminescence, uHTS | S. cerevisiae TIM10 strain growth, BacTiter-Glo luminescence, 24 h | AID 463195, 2010 | hit rate 1.4% among 330,000 | inhibition, % at 10 µM;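 active means inhibition of 40% or more at the single tested concentration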;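 further: wild-type TIM10 isogenic control strain grown at permissive 25 °C; 0% = DMSO yeast wells and 100% = minimal medium wells without yeast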
Numbers without * were called inactive.

structure	hIAP inh	mIAP activ	Apaf-1 inh	hIAP activ	tim10-1 inh	ATG4B inh	mIAP inh	TIM10 inh	NLRP3 yeast inh
COc1ccc2[nH]c(=O)c(-c3noc(-c4ccc(F)cc4)n3)cc2c1	10	0.84	-13	0.9	-2	-2	16	-39	-11
Cc1noc(NS(=O)(=O)c2ccc(NC(=O)COc3ccccc3)cc2)c1C	0	1.1	-1	0.99	18	-8	-9	-3	10
CC(=O)c1ccc(OCC(O)CN2CCCC(C)C2)cc1 (stereo not given)	-3	1	-5	1	18	5	-3	0	-3
COc1cccc(-n2c(=O)c3ccccc3n(CC(=O)NCC3CCCO3)c2=O)c1 (stereo not given)	-4	1	4	1	7	0	-3	-12	8
CCOC(=O)C1CCCN(C(=O)CC(C)c2ccccc2)C1 (stereo not given)	4	0.97	-3	0.96	15	-2	3	5	4
CCOc1ccc(CCNC(=O)c2c(C)nn(-c3ccccc3)c2Cl)cc1OCC	-14	1	-2	1.1	20	-1	-3	16	-4
COc1ccc(C(=O)CSc2nnc(CNC(=O)c3ccccc3F)n2C)cc1OC	-1	1	5	1	5	2	-5	-13	6
O=C(NNC(=S)NC1CCCCC1)c1ccccc1O	-97	0.87	-15	2	24	-11	13	8	9
C/C(=N/NC(=O)CC1N=C(Cc2ccccc2)NNC1=O)c1cccnc1 (stereo not given)	6	1	-10	0.94	-2	-9	-4	1	-9
O=C(Oc1ccccc1)c1cccnc1Oc1ccccc1	6	0.98	-5	0.94	23	1	2	18	15
O=C(c1c(F)cccc1F)N1CCN(c2cccc(C(F)(F)F)c2)CC1	-16	1.1	15	1.2	22	4	-15	-5	-12
O=C(CN1CCN(Cc2ccccc2F)CC1)Nc1ccccc1Cl	-6	1	15	1.1	19	5	0	-16	6
NS(=O)(=O)c1ccc(CCNC(=O)C2CCCN2C(=O)OCc2ccccc2)cc1 (stereo not given)	-2	1.1	2	1	4	-1	-8	-6	22
CCCc1c(C)nc(N2CCN(c3ccccc3F)CC2)[nH]c1=O	-6	0.95	-7	1.1	-7	0	5	-3	11
O=C(c1ccccc1)N1CCN(C(=O)c2nn3c(C(F)(F)F)cc(-c4ccco4)nc3c2Cl)CC1	4	0.89	-3	0.96	9	-13	11	6	11
Nc1nc(-c2ccc(Cl)cc2Cl)cn1N	18	0.9	-1	0.82	9	-1	10	9	18
COC(=O)c1ccc(S(=O)(=O)N2CCCN(Cc3ccccc3)CC2)n1C	-6	0.95	-11	1.1	0	-2	5	8	-2
O=C(Nc1cccc(Cl)c1)N(CCN1CCOCC1)Cc1cccc(Cl)c1	-14	1.8	4	1.1	-1	-11	-79	15	16
O=C(C1CCN(S(=O)(=O)c2cccc3nsnc23)CC1)N1CCCCC1	17	0.94	-11	0.83	13	-4	6	-3	0
CC1CCCC(NC(=O)CN(C)CC(=O)Nc2cccc(F)c2)C1C (stereo not given)	-6	1	-8	1.1	11	2	-2	-3	4
CC(C)OCCCNC(=O)Cn1ccc2cc(S(=O)(=O)N3CCCCC3)ccc21	11	1	5	0.89	3	-1	0	6	3
Cc1nn(-c2ccccc2)c(-c2ccccc2)c1C(=O)O	10	1.1	-15	0.9	4	9	-12	-3	11
CCOc1ccc2oc(C(=O)Nc3ccc(N4CCOCC4)cc3)c(C)c2c1	5	1.1	14	0.95	3	-20	-6	10	8
O=C(CCCNC(=O)c1ccc(Cl)cc1)Nc1ccc(F)c(S(=O)(=O)N2CCOCC2)c1	-10	0.99	5	1.1	7	-3	1	13	10
Nc1ccc2oc(=O)c(-c3ccccc3)cc2c1	3	0.97	14	0.97	20	-3	3	11	33
CCOC(=O)CC(NC(=O)c1ccco1)c1ccc(OC)cc1 (stereo not given)	-9	0.98	0	1.1	6	-1	2	-3	4
O=C(C1CCC(=O)N(C2CC2)C1)N1CCN(c2ccc(Cl)cc2)CC1 (stereo not given)	-26	0.94	-16	1.3	-7	5	6	-5	-2
COC(=O)c1ccc(NC(=O)Cn2cnc3c(nnn3-c3cccc(OC)c3)c2=O)cc1	-6	1	-2	1.1	-3	-4	-1	-11	-3
Cc1ccc(C)c2[nH]c(=O)c(CN(CCN3CCCC3)C(=O)Nc3ccc(F)cc3)cc12	1	1	8	0.99	9	0	-2	-5	4
CCOc1cccc(OCCCCn2ccnc2)c1	-16	1.1	-2	1.2	10	-10	-12	5	-3
O=C(CC1C(=O)NC2CCCCC2N1C(=O)c1ccc(F)cc1)Nc1ccccc1 (stereo not given)	-18	0.97	-14	1.2	16	2	3	9	6
CCC(CC)NC(=O)COC(=O)c1ccc(NS(=O)(=O)c2ccc3c(c2)OCCO3)cc1	-14	1.1	2	1.1	14	-5	-8	-17	11
O=C(NCCS(=O)(=O)N1CCC2(CC1)OCCO2)c1ccc(F)cc1	5	1	2	0.95	-6	4	-3	-8	14
COc1ccc(C2NC(=O)c3ccccc3O2)cc1 (stereo not given)	6	0.98	-3	0.94	24	0	2	25	20
Cc1cc(C2CCCCC2)n(O)c(=O)c1	-2	0.88	-5	1	38	-4	12	59*	29
O=C(CCn1[nH]c(=O)c2ccccc2c1=O)OC1CCCCC1	0	0.99	-12	1	23	6	0	23	-3

Quoted at random: 2 entries already listed
structure	hIAP inh	mIAP activ	Apaf-1 inh	hIAP activ	tim10-1 inh	ATG4B inh	mIAP inh	TIM10 inh	NLRP3 yeast inh
O=C(C1CCC(=O)N(C2CC2)C1)N1CCN(c2ccc(Cl)cc2)CC1 (stereo not given)	-26	0.94	-16	1.3	-7	5	6	-5	-2
COC(=O)c1ccc(NC(=O)Cn2cnc3c(nnn3-c3cccc(OC)c3)c2=O)cc1	-6	1	-2	1.1	-3	-4	-1	-11	-3

Carrying on.
structure	hIAP inh	mIAP activ	Apaf-1 inh	hIAP activ	tim10-1 inh	ATG4B inh	mIAP inh	TIM10 inh	NLRP3 yeast inh
O=C(c1ccc(Br)cc1)N(c1ccccn1)C1CCCCC1	-4	1.1	8	1	23	-3	-9	22	7
COC/C=C/C1=CC2=CC(=O)C(C)(OC(=O)C3CCCC3)C(=O)C2=CO1 (stereo not given)	19	0.87	16	0.81	24	33	13	18	14
CCOC(=O)c1c(C)[nH]c(C)c1C(=O)COC(=O)c1cc(OC)c(OC)cc1OC	-4	1.1	-10	1	-3	-1	-10	5	8
CN1c2ccccc2-c2nc3ccccc3n2C1c1cccs1 (stereo not given)	1	1.3	14	0.99	14	-6	-31	26	14
Cc1cccc(NC(=O)Nc2cccc(F)c2)n1	8	1	8	0.92	1	2	-2	5	31
COc1ccc(CCNC(=O)COC(=O)c2cccs2)cc1OC	11	1	-163	0.89	14	0	-4	-8	15
C=CCNC(=O)c1ccncc1	2	0.95	1	0.98	-11	-3	5	-11	0
CN(Cc1ccccc1)C(=O)COc1ccc(Br)cc1Cl	14	0.99	18	0.86	2	-1	1	-8	19
O=C(NCc1ccccc1F)C1CCN(S(=O)(=O)c2ccccc2)CC1	2	1.1	13	0.98	11	-3	-6	-15	17
O=C(c1cc2ccccc2oc1=O)N(Cc1ccccc1)C1CCS(=O)(=O)C1 (stereo not given)	0	1	2	1	17	-6	-4	-25	3
Cc1ccc(C)c(C(=O)COC(=O)c2ccc(C)c(S(=O)(=O)N3CCOCC3)c2)c1	9	0.96	16	0.91	8	1	4	6	0
CC(=O)N1CCCc2cc(S(=O)(=O)NC(C(=O)NC(C)c3ccccc3)C(C)C)ccc21 (stereo not given)	-9	0.92	12	1.1	15	-1	8	11	14
O=C(N/N=C/C1C(c2ccccc2)C1(Cl)Cl)c1cccc(Cl)c1 (stereo not given)	15	0.9	13	0.85	37	14	10	40*	11
CCOCCOC(=O)CCSc1n[nH]c(=O)[nH]c1=O	18	0.94	-11	0.82	-10	-3	6	1	24
C=CCC(NC(=O)c1ccc(C#N)cc1)C(=O)NCCC (stereo not given)	13	1	-6	0.87	-8	4	0	-11	30
Cn1c(CS(=O)Cc2c(Cl)cccc2Cl)nnc1SCc1ccc(Cl)cc1 (stereo not given)	-2	0.95	8	1	20	-3	4	30	-6
Nc1cc(=O)[nH]c(SCC(=O)N2CCc3ccccc3C2)n1	0	0.99	-5	1	4	-11	1	14	-10
COc1ccc(-c2csc(NC(=O)Nc3ccccc3)n2)cc1	6	1.7	0	0.94	-15	-8	-68	-5	12
Cc1cc(NC2CCCCC2)nc(-c2ccccc2O)n1	-25	1.2	7	1.3	37	3	-17	27	5
CN(C)C(=O)c1cn(-c2ccc(Cl)cc2)c(=O)c2ccccc12	8	1	2	0.92	16	-7	-2	9	11
CCC(=O)N1c2ccc(S(=O)(=O)NCCc3ccc(OC)c(OC)c3)cc2CC1C (stereo not given)	-19	1	-1	1.2	6	4	-2	-5	13
O=C(N/N=C/c1ccc(O)cc1)Nc1cccc2nsnc12	13	1.1	-4	0.87	27	-37	-9	17	18
COc1cc([C@H]2Oc3c(OC)cc(CCCO[C@@H]4O[C@H](CO)[C@@H](O)[C@H](O)[C@H]4O)cc3[C@@H]2CO)ccc1O	6	0.97	4	0.94	3	-5	2	-3	-1
COc1ccccc1C(=O)NC(=S)N1CCCc2ccccc21	0	0.91	7	1	22	11	9	29	8
CCOC(=O)Cn1c(=S)[nH]c2c(oc3ccc(Cl)cc32)c1=O	17	0.94	-3	0.83	9	-2	6	-4	3
CC1CCCCC1NC(=O)COC(=O)COc1ccccc1Cl (stereo not given)	-2	0.95	2	1	0	10	5	-6	23
COC(=O)[C@@]12CCCCN1[C@H](c1ccc(SC3CCCCC3)c(OC)c1)[C@@H]1C(=O)N(C)C(=O)[C@@H]12	-14	0.99	28	1.1	25	-5	0	5	-2
COc1ccc(Cl)cc1NC(=O)C1CC(=O)N(C2CCCCC2)C1 (stereo not given)	-16	0.99	-7	1.2	1	-6	1	-4	-1
O=C(CC1S/C(=N/N=C/c2cccnc2)NC1=O)Nc1ccccc1 (stereo not given)	11	0.93	-22	0.89	14	4	7	-9	3
COc1ccc(C(=O)Nc2nnc(Cc3ccccc3)s2)c(OC)c1	2	1	-5	0.98	5	10	-1	14	20
C/C(=N\NC(=O)c1cccnc1)c1ccc(-c2ccccc2)cc1	10	0.98	-15	0.91	3	-5	2	9	14
CNC(=O)C1=NCCCc2cc(OC)c(OC)cc21	12	0.84	-2	0.89	0	-2	16	11	6
Cc1ccnc(NS(=O)(=O)c2ccc(NC(=O)c3cc(-c4ccccc4)nc4ccccc34)cc2)n1	1	0.91	9	0.99	23	-8	9	-14	0
CN1CCN(C(=O)c2cnn3c(C(F)(F)F)cc(-c4cccs4)nc23)CC1	-15	1.1	3	1.2	4	28	-8	-8	-4
Nc1nnc(Cc2ccc(Cl)cc2)s1	9	0.97	-3	0.91	-15	7	3	-8	24

Source: PubChem (Sanford-Burnham Center for Chemical Genomics)
